Compound activity deposited in PubChem BioAssay by Sanford-Burnham Center for Chemical Genomics.
tim10-1 inh = growth inhibitors of tim10-1 mutant yeast; S. cerevisiae tim10-1 ts strain growth, BacTiter-Glo, 24 h; inhibition, % at 20 µM; 2.2% of 330,000 active;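 active = inhibition of at least 40%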;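 note: mutant grown at 25 °C; 0% = DMSO wells with yeast and 100% = wells holding no yeast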
XBP1 UPR activ = activators of adaptive arm of unfolded protein response (XBP1) | CHO-XBP1 luciferase reporter, IRE1-XBP1 UPR activation, luminescence; percent of tunicamycin response, DMSO as zero | activation, % at 20 µM | AID 463104 | 0.33% of 330,000 active;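 active = versus positive control, 20 µM dose yields 30% or more activation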;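 note: 100% = tunicamycin at 10 µg/mL and 0% = DMSO only wells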
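Signal: luciferase luminescence; Assay system: CHO-XBP1 luciferase reporter cells; Amount: one thousand reporter cells per well; Dosing: 20 µM single concentration, DMSO 1%; Benchmarks: high control tunicamycin 10 µg/mL final, low control DMSO vehicle only; Schedule: 6 h compound exposure at 37 °C, 5% CO2; Evaluation: percent activation relative to tunicamycin reference.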
tim23-1 inh = inhibits growth of tim23-1 mutant yeast. S. cerevisiae tim23-1 growth, BacTiter-Glo luminescence, 24 h. inhibition, % at 20 µM. 1.3% of 330,000 active. AID 463212;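 active = growth inhibition of the mutant yeast at or above 50%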;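 note: temperature-sensitive mutant grown at 25 °C; plate controls were DMSO-treated mutant yeast for no effect and medium wells lacking yeast for full effect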
NALP3 yeast inh = NALP3 inhibition in yeast; AID 2825; 0.39% of 330,000 active; Yeast reconstituted NLRP3/ASC/caspase-1, beta-gal luminescence, 24 h; inhibition, % at 10 µM;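 active = inhibition of 50% or more; inactive = inhibition below 50%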;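 note: plate controls were induced DMSO wells for no effect and uninduced yeast grown without galactose for full effect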
APJ ag = agonists of human APJ apelin receptor. CHO-K1 APJ PathHunter beta-arrestin, luminescence; 0% DMSO wells, 100% apelin. 0.11% of 330,000 active. activation, % at 20 µM;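 active = activation more than six SD over the plate average, tested at 20 µM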;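 note: 0% = DMSO alone and 100% = apelin-13 at 10 nM; some results filed as inactive read as strong as hits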
Target sequence (P35414 whole entry, looked up): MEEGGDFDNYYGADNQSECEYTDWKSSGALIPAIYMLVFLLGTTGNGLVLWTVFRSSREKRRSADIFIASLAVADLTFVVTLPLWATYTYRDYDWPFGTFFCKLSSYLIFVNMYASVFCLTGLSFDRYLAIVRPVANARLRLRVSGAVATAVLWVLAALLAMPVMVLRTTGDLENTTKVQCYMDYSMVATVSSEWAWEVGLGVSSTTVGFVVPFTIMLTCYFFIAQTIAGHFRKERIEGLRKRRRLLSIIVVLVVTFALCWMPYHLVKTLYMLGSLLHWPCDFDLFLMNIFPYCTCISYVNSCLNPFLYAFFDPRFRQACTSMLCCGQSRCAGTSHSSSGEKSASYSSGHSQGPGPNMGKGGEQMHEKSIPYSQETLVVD
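Test system – PathHunter CHO-K1 APJ (AGTRL-1) beta-arrestin reporter cells · Input – 1000 cells/well · Compound – single test compound dose, 20 µM final, 1% DMSO · Times – compound stimulation 90 min at 25 °C, detection 60 min · Technique – beta-gal luminescence · Read-out basis – APJ–arrestin association signal · Control set – negative DMSO alone, positive Apelin-13 at 10 nM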
CHOP UPR activ = apoptotic UPR (CHOP) activation | AID 449763 | 0.34% of 330,000 active | CHO-CHOP luciferase reporter, luminescence; percent of tunicamycin response over DMSO baseline | activation, % at 10 µM;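 active = at 10 µM dose, activation of 40% or more, normalized to positive control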;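 note: 100% = tunicamycin at 10 µg/mL and 0% = DMSO alone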
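Assay system: CHO cells with stable CHOP pathway luciferase reporter; Buffer or medium: F12 plus 10% serum; Times: 16-18 h cell attachment, then 6 h compound exposure, 37 °C; Signal: luciferase luminescence; Read-out basis: percent activation relative to tunicamycin control; Control set: tunicamycin high control, DMSO low control.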
GRIN3A LBD mod = NR3A (human) ligand-binding domain modulation | Tm shift relative to glycine control, % at 25 µM | 2.5% of 340,000 active | NR3A LBD differential scanning fluorimetry, Tm shift; 0% = protein alone, 100% = glycine-bound protein;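 active = melting temperature shift of at least 10% of the positive control shift, at one fixed dose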
Mdm2-MdmX inh = inhibitors of human Mdm2/MdmX interaction; O15151+Q00987; SaOS-2 split-luciferase Mdm2/MdmX complementation, luminescence; inhibition, % at 8 µM; 3% of 330,000 active;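 active = inhibition of at least 50% at 8 µM in the primary screen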
TIM10 inh = TIM10 yeast growth inhibition | S. cerevisiae TIM10 strain growth, BacTiter-Glo luminescence, 24 h | inhibition, % at 10 µM | 1.4% of 330,000 active;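 active = inhibition of 40% or more at the single tested concentration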;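 note: wild-type TIM10 isogenic control strain grown at permissive 25 °C; 0% = DMSO yeast wells and 100% = minimal medium wells without yeast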
The depositor's hits bear a star; x = no result given.

SMILES	tim10-1 inh	XBP1 UPR activ	tim23-1 inh	NALP3 yeast inh	APJ ag	CHOP UPR activ	GRIN3A LBD mod	Mdm2-MdmX inh	TIM10 inh
CN1CC(=O)N2Cc3[nH]c4ccccc4c3C[C@H]2C1=O	-11	-6	0	-3	-4	2.7	-2	-9	7
COc1cccc(-c2sc3ccc(OC)cc3c2C#CCC(C)O)c1 (stereo not drawn)	3	-1	33	7	-6	3.8	-1	5	17
COc1ccccc1C(CNC(=O)c1ccc(C)c(S(=O)(=O)N2CCCCC2)c1)N(C)C (stereo not drawn)	5	-3	6	12	-3	1.2	3	17	3
CNC[C@H]1Oc2ccc(NC(=O)Nc3ccc4c(c3)OCO4)cc2C(=O)N([C@H](C)CO)C[C@@H]1C	3	1	3	28	-2	0.5	-3	-36	-1
CCOc1cc2[nH]c(=S)n(CCCN3CCOCC3)c(=O)c2cc1OCC	12	-2	5	16	17*	-1.3	1	-9	-16
CS(=O)(=O)N(CC(O)CON=C1c2ccccc2-c2ccccc21)c1ccc(F)cc1 (stereo not drawn)	13	1	13	1	5	2.2	-6	13	17
CC(C(=O)Nc1cccc([N+](=O)[O-])c1)[n+]1ccccc1 (stereo not drawn)	8	2	6	6	-4	-0.3	-1	11	0
CCOC(=O)N1CCN(CC(=O)Nc2sccc2C#N)CC1	12	4	6	13	-3	1.3	0	-9	2
CC1=Nc2ccccc2NC(=O)C1Sc1nnc(C)s1 (stereo not drawn)	14	-3	4	-9	5	0.5	-1	5	14
CC(=O)c1ccc(S(=O)(=O)NCCCC(=O)NCCc2ccccn2)cc1	2	3	4	2	-2	0.0	-1	-5	7
Cc1ccccc1Cn1c(O)c(N=NC(=S)Nc2ccccc2F)c2ccccc21	27	0	10	23	1	-0.2	-2	40	16
CC(=O)Nc1ccc(S(=O)(=O)Nc2ccn(Cc3ccccc3Cl)n2)cc1	-2	-7	9	0	10	2.3	1	15	6
Cc1cc(C)c2[nH]c(=O)c(CN(CC3CCCO3)C(=O)C3CCCO3)cc2c1 (stereo not drawn)	8	-1	13	9	-3	-2.2	0	13	-3
COc1ccc(C2c3c(-c4ccccc4O)n[nH]c3C(=O)N2Cc2ccco2)cc1 (stereo not drawn)	13	0	17	13	-6	1.9	-9	27	12
CCCCn1nnnc1SCC(=O)NCc1ccccc1	-3	1	1	18	-7	-0.9	1	3	5
C[C@@H]1NC(=O)[C@H](CCC(N)=O)NC(=O)c2cc([N+](=O)[O-])cc(I)c2NCCC[C@@H](C(N)=O)NC1=O	3	-2	3	3	2	1.1	2	-33	-2
COc1cc(NC(=O)C2CCCN(S(=O)(=O)c3ccc4[nH]c(=O)ccc4c3)C2)cc(OC)c1 (stereo not drawn)	15	-4	-10	8	1	-0.6	12*	17	6
O=C(CSc1ccccn1)NC1CCCC1	7	3	7	3	-2	0.6	x	-1	-11
Cn1cc([N+](=O)[O-])c(C(=O)NC2CCCCCCC2)n1	8	-3	-4	10	-3	-1.8	x	2	-10
CC(C)CCn1c(=O)[nH]c2ccccc21	11	-1	-3	2	-5	1.9	0	12	-8
CCC1(c2ccccc2)NC(=O)N(CC(=O)N2CCc3ccccc32)C1=O (stereo not drawn)	-31	1	32	8	-1	0.2	1	14	-1
CC(C)(CO)NS(=O)(=O)c1ccc2c(c1)C(=NO)c1cc(S(=O)(=O)NC(C)(C)CO)ccc1-2	-13	2	-12	6	-2	-1.3	-4	14	-7
COC(=O)CNC(=O)COc1ccccc1	-2	-4	4	0	-2	2.6	0	17	11
C/C=C/C=C\C(=O)Nc1cccc(C2=NOC3(C2)C[C@H](C(N)=O)N(C(=O)CC#N)C3)c1 (stereo partly drawn)	10	4	11	10	1	0.9	-2	7	1

Ordered by length of the SMILES (highest first): part of the list above.
SMILES	tim10-1 inh	XBP1 UPR activ	tim23-1 inh	NALP3 yeast inh	APJ ag	CHOP UPR activ	GRIN3A LBD mod	Mdm2-MdmX inh	TIM10 inh
CC(C)(CO)NS(=O)(=O)c1ccc2c(c1)C(=NO)c1cc(S(=O)(=O)NC(C)(C)CO)ccc1-2	-13	2	-12	6	-2	-1.3	-4	14	-7
COc1cc(NC(=O)C2CCCN(S(=O)(=O)c3ccc4[nH]c(=O)ccc4c3)C2)cc(OC)c1 (stereo not drawn)	15	-4	-10	8	1	-0.6	12*	17	6
CCC1(c2ccccc2)NC(=O)N(CC(=O)N2CCc3ccccc32)C1=O (stereo not drawn)	-31	1	32	8	-1	0.2	1	14	-1

The results go on.
SMILES	tim10-1 inh	XBP1 UPR activ	tim23-1 inh	NALP3 yeast inh	APJ ag	CHOP UPR activ	GRIN3A LBD mod	Mdm2-MdmX inh	TIM10 inh
c1ccc2c(c1)CC/C2=N/Nc1nc2ccccc2[nH]1	6	17	-26	22	1	12	-5	-117	5
C=CCn1c(SCC(=O)Nc2ccccc2OC)nc2c([nH]c3ccccc32)c1=O	-2	9	-3	17	-4	0.3	-9	38	-8
O=C(NC(=S)NCCCN1CCOCC1)c1ccco1	1	-1	15	9	0	0.0	1	25	-1
Cc1ccc(S(=O)(=O)/N=c2\sccn2C)cc1	23	0	1	7	-2	0.2	1	10	-3
CCc1ccc(NC(=O)CSc2nc3ccccc3nc2N2CCCCC2)cc1	8	1	14	21	0	7.6	-4	37	2
COc1ccc(COC(=O)Nc2cn(C)nc2C(F)(F)F)cc1	7	-2	5	29	-4	1.0	3	10	-6
COc1cccc(CC(=O)Nc2ccc3nc(C)sc3c2)c1	6	0	17	19	-2	1.7	-3	9	-27
Cc1cc(C)cc(NC(=O)CNC(c2ccccc2)c2ccccc2)c1	13	-2	14	13	-3	-1.0	-7	24	5
NCCCC[C@@H](C(=O)NCCCCCCCCCCC(=O)N1CCNCC1)n1cc(CCCC(=O)O)nn1	-18	0	-4	14	-6	2.8	3	3	-5
N#C/C(=C\c1cn(Cc2ccccc2C#N)c2ccccc12)C(=O)NCc1cccs1	35	2	24	-4	0	-0.8	x	36	13
COc1ccccc1NC(C)C(=O)N/N=C/c1ccccc1OCc1cccc(Br)c1 (stereo not drawn)	20	-1	27	8	-1	1.7	-2	28	30
COCn1c(COc2ccc3ccccc3c2)nc2ccccc21	27	7	24	28	-2	5.2	4	-115	12
COc1ccc(CCNC(=O)CN2C(=O)NC(C)(c3ccc([N+](=O)[O-])cc3)C2=O)cc1 (stereo not drawn)	-3	0	3	16	-2	-2.7	1	22	-16
CCOC(=O)c1c(NC(=O)CN2CCCCC2)sc2c1CCCC2O (stereo not drawn)	1	-1	18	9	-5	-0.1	-4	21	-15
COc1ccccc1C(=O)NCCC(=O)N1CCCC(C)C1 (stereo not drawn)	-18	-3	-3	15	-3	-0.6	-1	8	-1
O=C(c1ccc(CS(=O)(=O)c2ccccc2)o1)N1CCN(c2ccccc2)CC1	26	-1	10	14	-5	-0.1	-4	-3	3
Cc1ccc(C23CC4CC(CC(C(=O)OCC(=O)N(C)C)(C4)C2)C3)cc1	27	-5	32	11	-2	0.9	1	2	10
COc1ccc(OC)c(C(=O)c2coc3cc(Br)c(O)c(Br)c23)c1	37	2	58*	14	3	1.8	0	15	12
O=C(CN(C(=O)c1ccc(Cl)cc1Cl)N1C(=O)C2C3C=CC(C3)C2C1=O)c1ccc(F)cc1 (stereo not drawn)	22	1	22	0	-3	-1.0	-3	-10	11
COc1ccc(CCNC(=O)C(C(=O)c2ccc(F)cc2)n2ccccc2=O)cc1OC (stereo not drawn)	-7	-1	-3	-3	-3	0.4	0	2	1
CCc1ccc(NC(=O)c2cc(-c3ccc(OC)cc3)on2)cc1	13	-1	3	-5	-5	-0.7	0	16	-19
COc1cccc(/C=N/n2c(C3CCCCC3)n[nH]c2=S)c1OC	34	-4	17	25	-4	-1.2	0	-21	24
Brc1ccc(-c2noc(COc3ccc4ccccc4c3)n2)o1	8	-1	6	13	-3	3.5	-1	19	0
CCC(C(=O)O/N=C(\N)c1ccccc1)c1ccccc1 (stereo not drawn)	56*	-2	56*	-3	-6	0.6	1	35	54*
N=C1C(c2nc(-c3ccc(F)cc3)cs2)=C(O)CN1CCCN1CCOCC1	1	4	8	11	-3	2.5	2	19	-7
CC(C)NC(=O)c1cc(-c2ccco2)on1	10	2	11	14	-2	2.2	-2	-18	-2
O=C(CCN1C(=O)C2CC=CCC2C1=O)Nc1cc(C(F)(F)F)ccc1N1CCCC1 (stereo not drawn)	17	-3	27	31	-4	3.8	2	15	8
O=[N+]([O-])c1ccc(O)c(-c2nn[nH]n2)c1	-20	2	-7	21	4	1.1	-4	-24	-1
Cc1ccc(N(CCC#N)C(=O)COC(=O)C2CCN(S(=O)(=O)c3ccc4c(c3)OCCO4)CC2)cc1	14	-2	19	-8	-7	0.0	-5	5	14
O=C(c1ccc([N+](=O)[O-])cc1)N1CCN=C1SCc1ccccc1	23	-1	5	4	0	0.8	1	2	12
COc1ccc(-c2csc(NCCn3c(C)nc4cc(C(F)(F)F)ccc43)n2)cc1	15	-4	47	23	-1	0.3	0	-6	13
Fc1ccc(N2CCN(Cc3c[nH]c4ccccc34)CC2)cc1	1	2	18	26	2	0.3	x	9	8
